HEK293 cAMP ctrl = counter-screen for TSHR agonists: cAMP increase in parental HEK293 | parental HEK293 CNG cAMP sensor, membrane potential fluorescence | Potency, µM (doses to about 57.1 µM), without a hit: at the highest dose activation, usual class: activators | 73,000 tested, 2.5% active | AID 938; note: potency is the fitted concentration of half-maximal effect; % of control where 0% means no effect; nearly all actives have a fitted effect of over 55% in size
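Counterscreen for endogenous-receptor signalling: CNG-channel HEK 293 cells report cAMP rise by membrane depolarization. After 60 min dye equilibration with 100 uM RO 20-1724, compounds incubated 30 min before bottom-read fluorescence at 590 nm.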
TexasRed autofl = compounds fluorescent in Texas Red spectral region; Compound fluorescence, Texas Red channel, 547/618 nm; hits give high values; max dye-equivalent concentration, M; 59,000 tested, 0.06% active; in the data active = max dye-equivalent concentration above about 10 nM; inconclusive = between about 1.1 nM and that limit
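Spectral interference profiling: each compound concentration's relative fluorescence, read with a 547 nm excitation and 618 nm emission filter pair, was normalized to a per-plate Texas Red standard curve.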
Caspase-7 inhib = allosteric or competitive inhibitors of human caspase-7; AID 889; Potency, µM (top dose mostly 57.5 µM), without a hit: at the top dose activity change, negative = inhibition, usual class: inhibitors; recombinant caspase-7, Ac-DEVD-AFC fluorescence rate; 75,000 tested, 0.02% active; P55210; active = well fitted inhibition curve with a large enough effect in the main read-out, with a control signal flat, not every such curve was filed as active; inconclusive = small, poorly fitted or top-dose-only effect, or a change in a side signal; note: potency is the fitted concentration of half-maximal effect; % of control where 0% means no effect
ERK AVP inh = vasopressin-driven ERK pathway inhibition | AID 995 | 72,000 tested, 0.99% active | HEK293-V1b, vasopressin-stimulated pERK AlphaScreen | Potency, µM (titrated, usually from 57.5 µM), without a hit: at the top dose activity, negative = inhibition, usual class: inhibitors; note: potency is the fitted concentration of half-maximal effect; % is set by controls: 0 for no effect and ±100 for the full control effect; nearly all actives have a fitted effect of over 55% in size
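HEK293 cells stably expressing V1b receptor, seeded overnight in 1% FBS, were treated with compounds for 30 min at 37C, then stimulated 5 min with 25 nM vasopressin; phospho-ERK read by AlphaScreen SureFire after lysis.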
Fluorescein fluor = compound autofluorescence in fluorescein spectral region; Compound autofluorescence, 480/540 nm, fluorescein-equivalent; hits give high values; max fluorescein-equivalent concentration, M; 59,000 tested, 0.91% active; in the data active = max fluorescein-equivalent concentration above about 10 nM; inconclusive = between about 1.1 nM and that limit
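First, buffer (100 mM Tris, pH 8.0) dispensed; second, compounds and fluorescein standards pinned in; third, 15 min room-temperature incubation; finally, imaging at ex 480 nm/em 540 nm. Fluorescence normalized against the six-point fluorescein curve.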
4-MU autofl = compound fluoresces in the 4-MU spectral region. AID 589. compound autofluorescence, 340/450 nm, 4-MU equivalents; hits give high values. max dye-equivalent concentration, M. 59,000 tested, 11% active; in the data active = max dye-equivalent concentration above about 10 nM; inconclusive = mostly about 1.1 nM to 9.6 nM
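Intrinsic fluorescence at 340/450 nm (ex/em) was read after 15 min at room temperature in pH 8.0, 100 mM Tris. Each compound concentration expressed as 4-MU-equivalent concentration from a six-point 4-MU standard series on each plate.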
A350 fluor = A350 region autofluorescence; 59,000 tested, 11% active; max dye-equivalent concentration, M; Compound autofluorescence, 340/450 nm, Alexa 350 dye-equivalents; hits give high values; in the data active = max dye-equivalent concentration above about 10 nM; inconclusive = mostly about 1.1 nM to 9.6 nM
Rhodamine autofl = rhodamine region autofluorescence; max dye-equivalent concentration, M; 59,000 tested, 0.05% active; Rhodamine-region fluorescence, 547/598 nm, Tris buffer; hits give high values; in the data active = max dye-equivalent concentration above about 11 nM; inconclusive = between about 1.1 nM and that limit
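Read-out is relative fluorescence at 547 nm excitation and 598 nm emission, expressed as dye-equivalent concentration using rhodamine standards on every plate. Each compound was profiled across a concentration series after 15 min in 100 mM Tris, pH 8.0.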
Luciferase inh = blocks Photinus pyralis firefly luciferase activity; P08659; purified firefly luciferase, luminescence, 8 min; 72,000 tested, 2.2% active; Potency, µM (top dose mostly 57.1 µM), inactives show at the top dose activity change, negative = inhibition, usual class: inhibitors; note: potency is the fitted concentration of half-maximal effect; % is set by controls: 0 for no effect and ±100 for the full control effect; nearly all actives have a fitted effect of over 40% in size
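Here, luciferase activity is measured as luminescence following an 8 min room-temperature reaction at 10 uM ATP, pH 7.2. Every library sample is titrated.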
Tau filament bind = binds recombinant human tau filaments; P10636; 71,000 tested, 2% active; recombinant tau filaments, thioflavin S fluorescence, 15 h; filaments grown with octadecylsulfate alongside compound; Potency, µM (doses to about 57.1 µM), inactives show at the highest dose activity change, negative = inhibition; AID 596;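 note: potency is the fitted concentration of half-maximal effect; % is set by controls: 0 for no effect and ±100 for the full control effect; actives lower thioflavin S fluorescence by blocking filaments or displacing dye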
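His-tagged recombinant human tau (exons 2, 3 and 10 included), 1 uM, was induced to fibrillize by 30 uM sodium octadecylsulfate with compound present. After 15 h at 37 C, thioflavine S fluorescence (ex 450, em 510 nm) was read.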
Casp1 inh = blocks human caspase-1 allosterically or competitively. Caspase-1 enzyme, Ac-WEHD-AFC fluorogenic rate. Potency, µM (highest dose often 57.5 µM), for the others: at the top dose activity change, negative = inhibition, actives largely listed as inhibitors. 75,000 tested, 0.03% active. AID 900;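 note: potency is the fitted concentration of half-maximal effect; plate controls were vehicle for no effect and no substrate for full effect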
Numbers without * were called inactive; [ ] = remark or other dose. Unless noted, calls come from the whole dose curve; as a rule, active = well fitted curve in the direction sought with a large enough effect; inconclusive = small, poorly fitted or top-dose-only effect, or another doubt; inactive = no such curve, though single readings can be large; an effect the other way counts as inactive or inconclusive.

For O=C(O)C1=C(C(=O)Nc2ccc(F)c(Cl)c2)CCCC1 the results were HEK293 cAMP ctrl -1%, TexasRed autofl inactive, Caspase-7 inhib 1%, ERK AVP inh 11%, Fluorescein fluor inactive, 4-MU autofl inactive, A350 fluor inactive, Rhodamine autofl inactive, Luciferase inh 0%, Tau filament bind -8% and Casp1 inh -2%.
c1ccc2c(c1)nc1n2CCS1 was read as HEK293 cAMP ctrl 3%, TexasRed autofl inconclusive, Caspase-7 inhib 0%, ERK AVP inh -3%, Fluorescein fluor inactive, 4-MU autofl inactive, A350 fluor inactive, Rhodamine autofl inactive, Luciferase inh 2%, Tau filament bind 3% and Casp1 inh 0%.
COc1ccc(OC)c(NS(=O)(=O)c2ccc(NC(=O)C3COc4ccccc4O3)cc2)c1 (stereo not given) was read as HEK293 cAMP ctrl -1%[11.4 µM], Caspase-7 inhib 0%, ERK AVP inh -21%, Luciferase inh 2%, Tau filament bind 34%[11.4 µM] and Casp1 inh -3%.
For O=S(=O)(NC1CCCc2ccccc21)c1cnc[nH]1 (stereo not given) the results were HEK293 cAMP ctrl 0%, TexasRed autofl inactive, Caspase-7 inhib -1%, ERK AVP inh 7%, Fluorescein fluor inactive, 4-MU autofl inactive, A350 fluor inactive, Rhodamine autofl inactive, Luciferase inh -1%, Tau filament bind -5% and Casp1 inh -1%.
Screening Cc1cc(=O)oc2ccc(OC(=O)c3cccc(S(=O)(=O)N4CCOCC4)c3)cc12 returned HEK293 cAMP ctrl 6%, TexasRed autofl inactive, Caspase-7 inhib -1%, ERK AVP inh -25%, Fluorescein fluor inconclusive, 4-MU autofl inactive, A350 fluor inactive, Rhodamine autofl inactive, Luciferase inh -1%, Tau filament bind 5% and Casp1 inh -1%.
O=S(=O)(c1ccc2c(c1)OCCO2)N1CCC(n2cnc3cc(F)ccc32)CC1 was read as HEK293 cAMP ctrl 24%, TexasRed autofl inactive, Caspase-7 inhib 0%, ERK AVP inh -8%, Fluorescein fluor inconclusive, 4-MU autofl inactive, A350 fluor inactive, Rhodamine autofl inactive, Luciferase inh -1%, Tau filament bind 12% and Casp1 inh 1%.
`COCCNC(=O)CC(NS(=O)(=O)c1ccc(C)cc1)c1ccco1` (stereo not given) gave HEK293 cAMP ctrl inconclusive, TexasRed autofl inactive, Caspase-7 inhib -2%, ERK AVP inh 32%[activator], Fluorescein fluor inactive, 4-MU autofl inactive, A350 fluor inactive, Rhodamine autofl inactive, Luciferase inh 1%, Tau filament bind -21% and Casp1 inh 0%.
`CCC(C)(C)NC(=O)C(c1cccnc1)N(CCOC)C(=O)Cn1nnc2ccccc21` (stereo not given) gave HEK293 cAMP ctrl 10%, TexasRed autofl inconclusive, Caspase-7 inhib 0%, ERK AVP inh 2%, Fluorescein fluor inconclusive, 4-MU autofl inactive, A350 fluor inconclusive, Rhodamine autofl inactive, Luciferase inh -1%, Tau filament bind -3% and Casp1 inh 2%.
Screening CCOC(=O)c1sc(NC(=O)CSc2nnc3c4ccccc4n(CC)c3n2)nc1C returned HEK293 cAMP ctrl 9%, Caspase-7 inhib -1%, ERK AVP inh -23%, Luciferase inh 2%, Tau filament bind -12% and Casp1 inh -1%.
CCc1ccccc1NC(=O)c1cc2sccc2n1C was read as HEK293 cAMP ctrl 32µM*, Caspase-7 inhib -4%, ERK AVP inh inconclusive, Luciferase inh -6%, Tau filament bind -17% and Casp1 inh -3%.
`CCOC(=O)c1cnc(-n2cc(C)cn2)nc1Nc1ccccc1OCC` gave HEK293 cAMP ctrl inconclusive, TexasRed autofl inconclusive, Caspase-7 inhib 0%, ERK AVP inh -22%, Fluorescein fluor inactive, 4-MU autofl inactive, A350 fluor inactive, Rhodamine autofl inactive, Luciferase inh 1%, Tau filament bind 31% and Casp1 inh 4%.
`O=C1c2ccccc2C(=O)N1OCCOCCOCCON1C(=O)c2ccccc2C1=O` gave HEK293 cAMP ctrl -6%, TexasRed autofl inconclusive, Caspase-7 inhib 4%, ERK AVP inh 2%, Fluorescein fluor inconclusive, 4-MU autofl inactive, A350 fluor inactive, Rhodamine autofl inactive, Luciferase inh 1%, Tau filament bind -20% and Casp1 inh 3%.
N#C/C(C(=O)Oc1ccccc1)=C1\C=CC=CN1 was read as HEK293 cAMP ctrl 1%, TexasRed autofl inconclusive, Caspase-7 inhib -2%, ERK AVP inh -16%, Fluorescein fluor inconclusive, 4-MU autofl 1.5e-08M*, A350 fluor 1.9e-08M*, Rhodamine autofl inactive, Luciferase inh -12%, Tau filament bind -1% and Casp1 inh 1%.
N[C@@H](CSC1(c2ccc(Cl)cc2)c2ccccc2-c2ccccc21)C(=O)O was read as HEK293 cAMP ctrl 6%[11.4 µM], TexasRed autofl inactive, Caspase-7 inhib -4%[11.5 µM], ERK AVP inh -9%[11.5 µM], Fluorescein fluor inactive, 4-MU autofl inactive, A350 fluor inactive, Rhodamine autofl inactive, Luciferase inh 3%[11.4 µM], Tau filament bind 9%[11.4 µM] and Casp1 inh 1%[11.5 µM].
For CC1CCc2nc(N)c(C#N)c(-c3cccn3C)c2C1 (stereo not given) the results were HEK293 cAMP ctrl 8%, TexasRed autofl inactive, Caspase-7 inhib 0%, ERK AVP inh 1%, Fluorescein fluor inactive, 4-MU autofl inactive, A350 fluor inactive, Rhodamine autofl inactive, Luciferase inh 1%, Tau filament bind 1% and Casp1 inh -1%.
For CC(C)(C)c1cc(C(c2cccnc2)N2CCN(CCO)CC2)cc(C(C)(C)C)c1O (stereo not given) the results were HEK293 cAMP ctrl 14%, TexasRed autofl inconclusive, Caspase-7 inhib 8%, ERK AVP inh inconclusive, Fluorescein fluor inactive, 4-MU autofl inactive, A350 fluor inconclusive, Rhodamine autofl inactive, Luciferase inh -44%, Tau filament bind -4% and Casp1 inh -1%.
For CCCOC(=O)Nc1sc2c(c1C(=O)OCC)CCC2 the results were HEK293 cAMP ctrl 9%, TexasRed autofl inactive, Caspase-7 inhib 2%, ERK AVP inh 4%, Fluorescein fluor inconclusive, 4-MU autofl inactive, A350 fluor inactive, Rhodamine autofl inactive, Luciferase inh 0%, Tau filament bind 7% and Casp1 inh 1%.
Screening O=C1C2ON(c3ccccc3)C(c3cccnc3)C2C(=O)N1c1ccccc1 (stereo not given) returned TexasRed autofl inactive, Fluorescein fluor inactive, 4-MU autofl inactive, A350 fluor inactive, Rhodamine autofl inactive and Luciferase inh 3%[25.5 µM].
For COc1cccc(C(=O)Nc2cnc(NC(=O)c3ccco3)cc2C)c1 the results were HEK293 cAMP ctrl -6%, TexasRed autofl inactive, Caspase-7 inhib -2%, ERK AVP inh -17%, Fluorescein fluor inactive, 4-MU autofl inactive, A350 fluor inactive, Rhodamine autofl inactive, Luciferase inh -4%, Tau filament bind 0% and Casp1 inh 1%.
Screening Cc1ccc(C(=O)O)cc1S(=O)(=O)N1CCSCC1 returned HEK293 cAMP ctrl 14%, TexasRed autofl inactive, Caspase-7 inhib 0%, ERK AVP inh 30%, Fluorescein fluor inconclusive, 4-MU autofl inactive, A350 fluor inactive, Rhodamine autofl inactive, Luciferase inh 1%, Tau filament bind -2% and Casp1 inh 0%.
`O=S(=O)(NCc1ccccn1)c1ccc2c(c1)OCCO2` gave HEK293 cAMP ctrl 16%, TexasRed autofl inactive, Caspase-7 inhib -1%, ERK AVP inh -5%, Fluorescein fluor inactive, 4-MU autofl inactive, A350 fluor inactive, Rhodamine autofl inactive, Luciferase inh 1%, Tau filament bind 0% and Casp1 inh -2%.
Screening CCOC(=O)c1c(C)c(C(=O)NCc2ccc3c(c2)OCO3)c(C)n1C returned HEK293 cAMP ctrl inconclusive, TexasRed autofl inactive, Caspase-7 inhib -1%, ERK AVP inh inconclusive, Fluorescein fluor inactive, 4-MU autofl inactive, A350 fluor inactive, Rhodamine autofl inactive, Luciferase inh 3%, Tau filament bind 11% and Casp1 inh 2%.
For CCOC(=O)CSc1nc2c(sc(=S)n2CCc2ccccc2)c(=O)n1Cc1ccco1 the results were HEK293 cAMP ctrl inconclusive, TexasRed autofl inconclusive, Caspase-7 inhib -5%, ERK AVP inh -4%, Fluorescein fluor inconclusive, 4-MU autofl inactive, A350 fluor inactive, Rhodamine autofl inactive, Luciferase inh 0%, Tau filament bind 99% and Casp1 inh -4%.
CCCCNc1nc(C)nc2c1nc(-c1ccccc1)n2C1CCN(Cc2ccccc2)C1 (stereo not given) was read as HEK293 cAMP ctrl inconclusive, Caspase-7 inhib -4%, ERK AVP inh -15%, Tau filament bind 82% and Casp1 inh -4%.
For COCC(=O)N1CCC2(CC1)CCN(c1cccc(-c3ccccc3)c1)CC2 the results were HEK293 cAMP ctrl 6%, TexasRed autofl inactive, Caspase-7 inhib -5%, ERK AVP inh inconclusive, Fluorescein fluor inactive, 4-MU autofl inactive, A350 fluor inactive, Rhodamine autofl inactive, Luciferase inh -1%[11.4 µM], Tau filament bind -16% and Casp1 inh -1%.

Screening results deposited in PubChem by National Center for Advancing Translational Sciences (NCATS).

This is a subset, so the mix of outcomes need not match the whole.
